Screens (PubChem)
hgDAF12 agonist – hgDAF-12 agonism, primary luciferase screen; HEK293 GAL4-hgDAF12 UAS-luciferase reporter, agonist luminescence; normalized to butyrate control; activation, % at 6.8 µM; 1.8% of 370,000 active; AID 687014;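 active = activation above a cutoff set at the mean of all screened compounds plus 3 SD, cut at about 10% in these data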;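 also: 0% = DMSO wells and 100% = sodium butyrate wells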
SMARCA2 act – activators of SMARCA2 function; MG213 cells, MMTV-luciferase reporter, dexamethasone, overnight; activation, % at 9.1 µM; 1% of 370,000 active; AID 652017; in the data active = activation above about 7.8%;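 also: 0% = vehicle wells and 100% = reference activator wells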
NR1D1 modulator – modulates human Rev-erb alpha binding to DNA; 0.79% of 370,000 active; AID 1259318; Rev-erbα–FITC-DNA binding, fluorescence polarization, 90 min; activity, % at 10 µM; P20393;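 active = activity above about 14%, limit read from the data; passing the limit was not always enough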;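 also: 0% = DMSO wells with 35 nM protein and 100% = DMSO wells with 750 nM protein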
FXN GAA850 act – increases GAA850 frataxin promoter reporter activity. HEK293 lucGAA850 FXN promoter luciferase reporter, 24 h; percent of 10 µM SAHA response. activation, % at 6 µM. 0.56% of 360,000 active;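 active = activation above the average of all compounds screened plus 3 SD, cutoff fixed separately per campaign, cut at about 7.5% in these data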;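 also: 0% = DMSO wells and 100% = 10 µM SAHA wells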
PG9 binder – binds the HIV-1 gp120 antibody PG9 | inhibition, % at 6.7 µM | TR-FRET gp120-PG9 antibody binding | AID 624416 | 0.43% of 360,000 active; in the data active = inhibition above about 8.5%
PLC-beta3 inh – inhibitors of human phospholipase C beta3. inhibition, % at 12.2 µM. Q01970. Purified PLC-beta3, fluorogenic substrate, fluorescence. AID 720704. 0.18% of 370,000 active; in the data active = inhibition above about 11%;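 also: 0% = median of compound wells on plate and 100% = full blocker control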
Target sequence (Q01970 whole entry, looked up): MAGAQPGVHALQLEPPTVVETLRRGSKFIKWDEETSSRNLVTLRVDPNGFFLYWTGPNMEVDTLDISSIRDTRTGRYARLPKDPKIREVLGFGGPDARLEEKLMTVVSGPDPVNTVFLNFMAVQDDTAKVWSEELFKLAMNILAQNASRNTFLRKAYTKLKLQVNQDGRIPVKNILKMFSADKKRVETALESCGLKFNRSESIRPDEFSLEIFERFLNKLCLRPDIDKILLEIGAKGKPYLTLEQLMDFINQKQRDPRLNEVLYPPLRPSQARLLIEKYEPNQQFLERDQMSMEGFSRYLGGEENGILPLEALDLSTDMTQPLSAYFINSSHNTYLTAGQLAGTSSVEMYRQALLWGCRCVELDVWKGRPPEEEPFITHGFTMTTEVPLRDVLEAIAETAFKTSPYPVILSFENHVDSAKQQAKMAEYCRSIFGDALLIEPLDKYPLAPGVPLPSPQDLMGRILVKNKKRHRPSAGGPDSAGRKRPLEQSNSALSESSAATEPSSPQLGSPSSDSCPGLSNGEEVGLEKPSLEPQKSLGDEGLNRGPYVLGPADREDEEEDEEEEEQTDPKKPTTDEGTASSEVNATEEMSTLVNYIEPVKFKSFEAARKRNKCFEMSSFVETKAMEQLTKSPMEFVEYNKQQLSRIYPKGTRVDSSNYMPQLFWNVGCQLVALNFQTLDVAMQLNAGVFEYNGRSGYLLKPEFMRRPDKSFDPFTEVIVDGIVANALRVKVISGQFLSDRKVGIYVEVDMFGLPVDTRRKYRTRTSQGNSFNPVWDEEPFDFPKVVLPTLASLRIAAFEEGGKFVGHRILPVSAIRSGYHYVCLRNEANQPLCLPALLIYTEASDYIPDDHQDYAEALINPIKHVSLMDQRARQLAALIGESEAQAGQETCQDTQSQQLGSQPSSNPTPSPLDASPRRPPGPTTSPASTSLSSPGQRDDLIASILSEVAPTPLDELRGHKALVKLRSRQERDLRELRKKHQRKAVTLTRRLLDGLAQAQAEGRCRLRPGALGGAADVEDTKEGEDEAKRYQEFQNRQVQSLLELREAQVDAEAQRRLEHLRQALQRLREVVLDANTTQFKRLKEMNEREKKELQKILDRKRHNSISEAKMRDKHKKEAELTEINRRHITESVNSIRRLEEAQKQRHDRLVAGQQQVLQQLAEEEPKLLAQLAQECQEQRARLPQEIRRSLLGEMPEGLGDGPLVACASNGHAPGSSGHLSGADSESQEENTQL
DAX1 inh-1 – inhibitors of human orphan nuclear receptor DAX1 (NR0B1); HEK293 Gal4-DAX1 luciferase reporter, luminescence; AID 504766; inhibition, % at 6.75 µM; 0.99% of 340,000 active; P51843;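 active = inhibition above the mean over all tested compounds plus 3 SD, cut at about 4.2% in these data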;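 also: 0% = DAX1-transfected cells with DMSO and 100% = empty-vector control cells with DMSO; inhibition shows as a rise in luminescence from relieved DAX1 repression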
sPLA2-III inh – Blocks human group III sPLA2 activity; Q9NZ20; QFRET BODIPY PC-A2 liposome hydrolysis, fluorescence; inhibition, % at 12.2 µM; 0.56% of 370,000 active;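 active = inhibition above mean plus 3 SD of compounds lying within the high and low control bounds, cut at about 19% in these data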;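 also: 0% = median of test compound wells and 100% = no enzyme DMSO wells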
ssDAF12 agonist – S. stercoralis DAF-12 activation, primary screen; HEK293 ssDAF-12/GRIP1 lit1-tk-luc reporter, luminescence; % of 3 µM dafachronic acid response; activation, % at 6.8 µM; 1% of 370,000 active; AID 652126;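 active = activation above the mean over all tested compounds plus 3 SD, cut at about 0.9% in these data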;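 also: 0% = DMSO-only wells and 100% = 3 µM delta7-dafachronic acid wells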
DAX1 inh-2 – inhibitors of DAX1 repression of SF-1 activated StAR promoter; HEK293T StAR-luciferase reporter, SF-1/DAX-1 repression relief; inhibition, % at 6.8 µM; 1.1% of 370,000 active; AID 652010;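 active = inhibition above the mean over all tested compounds plus 3 SD, cut at about 3.6% in these data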;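 also: 0% = DAX-1 cells with DMSO and 100% = cells lacking DAX-1 with DMSO; higher inhibition means more luminescence from relief of DAX-1 repression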
hcDAF12 agonist – activates DAF-12 receptor from parasite H. contortus. 1.4% of 370,000 active. HEK293 hcDAF-12 lit1-tk-luc reporter, luminescence; 0% DMSO, 100% Δ7-dafachronic acid. activation, % at 6.8 µM;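 active = activation above the mean of all tested compounds plus 3 SD, cut at about 5.5% in these data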;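 also: 100% = response to 3 µM Δ7-dafachronic acid high control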
The depositor's hits bear a star; i = inactive; . = not tested or not shown; & = joins results of further samples.

SMILES	hgDAF12 agonist	SMARCA2 act	NR1D1 modulator	FXN GAA850 act	PG9 binder	PLC-beta3 inh	DAX1 inh-1	sPLA2-III inh	ssDAF12 agonist	DAX1 inh-2	hcDAF12 agonist
CC(C)(C)NS(=O)(=O)c1cnc(Cl)c(Cl)c1	-0.5	0	6	0.1	1.3	1	-0.5	0	-1.6	-0.1	-1.3
COc1cc(-c2cc(C(=O)N3CCCCCC3)c3ccccc3n2)cc(OC)c1OC	-2.0	-3	2	-5.0	-0.7	-393	1.5	-7	-1.5	-0.8	-0.7
CC(=O)N1CCN(c2ccc(N3CCN(Cc4ccccc4)[C@@H](C)C3)c(C)c2)[C@H](C)C1	1.5	-5	-3	.	-0.6	-5	.	12	-1.8	-2.6	-0.8
O=C(CSc1nc2ccccc2c(=O)n1-c1ccccc1)N1CCCC1	3.8	-1	-4	0.9	-0.5	0	-1.1	4	-0.5	-1.7	-2.2
Cc1ccc(N2C(=O)N3[C@H](c4ccc(F)cc4)[C@@H]4C(=O)N(C5CCCCC5)C(=O)[C@@H]4[C@]3(Cc3ccccc3)C2=O)cc1	-1.5	1	1	12*	-1.2	-1	0.6	-4	-0.7	-0.3	-0.5
COc1ccc(NS(=O)(=O)c2cccc(C(=O)NNC(=O)c3ccc(O)c(Cl)c3)c2)cc1	1.9	-2	-1	1.8	-0.6	-5	0.9	-10	-0.8	-0.8	0.3
Cc1ccc2c(CN3CCN(Cc4ccccc4)CC3)cc(=O)oc2c1C	2.3	3	-2	0.9	-0.9	-5	-0.7	-2	0.0	0.2	3.4
CCCCC(NC(C)=O)c1nc2ccccc2[nH]1 (stereo not given)	1.7	1	4	2.0	0.2	-1	-0.9	2	-0.3	-0.1	2.4
Cc1cccc(CC(=O)N2CCN=C2SCc2ccc([N+](=O)[O-])cc2)c1	1.4	-3	-2	0.9	-1.0	2	-1.0	-5	-1.0	-0.7	-3.5
Cc1cccc(NC(=O)CSc2ncnc3nc[nH]c23)c1	-1.7	-5	-4	-0.4	3.1	2	0.0	-8	-1.4	-0.3	-1.7
N#Cc1cccc(NCC(=O)Nc2ccc3c(c2)OCCO3)c1	13*	9.8*	0	5.9	0.5	1	0.6	-4	1.4*	5.2*	7.8*
COc1ccc2[nH]c(=O)c(CN(CCO)C(=O)c3ccccc3F)cc2c1	-1.4	1	-1	1.5	0.9	-35	-0.8	6	-0.6	-0.2	-0.6
Cc1noc(C)c1NC(=O)N(C)C[C@H]1Oc2c(NC(=O)C3CCCCC3)cccc2C(=O)N([C@H](C)CO)C[C@@H]1C	1.3	-3	-1	0.8	-1.9	0	-1.0	-2	-0.4	0.2	-0.1
COc1ccc(C(=O)CCC(=O)NCc2cc(OC)cc(OC)c2)cc1	1.2	-1	3	0.1	-2.5	-10	0.0	8	-1.2	0.2	2.4
Cc1ccc(OCCNC(=O)c2ccccc2N)cc1	2.2	0	-4	-0.3	0.6	-84	2.2	7	-1.1	0.5	1.2
Cc1cc(C(=O)COC(=O)c2ccc(N)cc2)c(C)n1-c1c(C)n(C)n(-c2ccccc2)c1=O	-3.0	0	6	1.4	-1.4	1	0.6	-5	-0.9	-1.4	-2.7
Cc1ccc(S(=O)(=O)CCC(=O)OCc2nc(N)nc(Nc3ccccc3C)n2)cc1	-1.6	1	3	2.7	-0.5	-6	2.4	9	-1.1	0.8	0.1
CCC(C(=O)NCc1ccccc1)n1c(C2CCN(C(C)=O)CC2)nc2ccccc21 (stereo not given)	-2.8	3	0	.	-1.2	0	.	10	-0.5	0.7	2.0
O=C(NCCCN1CCOCC1)Nc1ccc(Cc2ccc(NC(=O)NCCCN3CCOCC3)cc2)cc1	-0.7	-3	-3	-1.1	-1.4	3	0.1	-8	0.1	0.2	-1.6
CCN(CC)C(=O)c1ccc2c(=O)n(Cc3ccc4c(c3)OCO4)c(=S)[nH]c2c1	0.4	-2	29*	3.0	24*	-5	1.6	6	-0.9	-0.1	-2.2
Cc1cccc(C)c1NC(=O)CN(C)CC(=O)N(C)CC(=O)Nc1ccccc1Br	1.4	3	14	-0.1	-2.9	-5	0.5	-4	-1.7	-0.8	-0.9
COc1ccc(NC(=O)C(CC(C)C)NC(=O)c2ccccc2C)cn1 (stereo not given)	-1.1	-1	-2	-0.2	-0.3	0	2.3	-1	-1.0	0.7	-2.1
Cn1c(CO)nc2c3ccccc3ccc21	-0.6	-2	-1	2.5	-1.3	-1	1.9	2	-0.9	0.5	3.2
Cn1c(N2CCC(C(N)=O)CC2)nc2c1c(=O)n(Cc1ccc(Cl)cc1)c(=O)n2C	-1.2	-5	0	-0.4	0.6	2	0.5	-6	-1.0	-1.1	-1.8
COc1ccc(/C=C2/SC(=O)N(CC(=O)Nc3cc(C)on3)C2=O)cc1OC	1.4	0	49*	-1.4	-4.5	-1	0.2	-2	-1.3	0.2	-0.7

A draw from above in order of SMILES length, highest first.
SMILES	hgDAF12 agonist	SMARCA2 act	NR1D1 modulator	FXN GAA850 act	PG9 binder	PLC-beta3 inh	DAX1 inh-1	sPLA2-III inh	ssDAF12 agonist	DAX1 inh-2	hcDAF12 agonist
COc1cc(-c2cc(C(=O)N3CCCCCC3)c3ccccc3n2)cc(OC)c1OC	-2.0	-3	2	-5.0	-0.7	-393	1.5	-7	-1.5	-0.8	-0.7
O=C(CSc1nc2ccccc2c(=O)n1-c1ccccc1)N1CCCC1	3.8	-1	-4	0.9	-0.5	0	-1.1	4	-0.5	-1.7	-2.2
Cc1ccc(OCCNC(=O)c2ccccc2N)cc1	2.2	0	-4	-0.3	0.6	-84	2.2	7	-1.1	0.5	1.2

Later entries
SMILES	hgDAF12 agonist	SMARCA2 act	NR1D1 modulator	FXN GAA850 act	PG9 binder	PLC-beta3 inh	DAX1 inh-1	sPLA2-III inh	ssDAF12 agonist	DAX1 inh-2	hcDAF12 agonist
Cc1ccc(Oc2ccc(OCC(=O)Nc3ccncc3)cc2)cc1	-10	-8	-4	-11	-1.8	3	.	-12	-2.6	-5.1	-5.3
COc1ccc(-n2ncc3c(=O)n(CC(=O)Nc4ccc(S(=O)(=O)N5CCOCC5)cc4)cnc32)cc1	-1.9	-3	-2	-0.8	-0.1	-6	-1.0	-31	-2.4	-0.7	-2.3
Cc1c(O)cccc1C(=O)N[C@@H](CSc1ccccc1)[C@H](O)CN1C[C@H]2CCCC[C@H]2C[C@H]1C(=O)NC(C)(C)C	3.8&2.4	-5&-3	6&-3	-5.3&-6.1	-1.4&-1.1	2&2	-1.0&0.1	-31&-34	-1.4&-1.5	-0.2&1.7	-2.2&-1.7
CC1(C)Cc2nc(-c3ccccc3)nc(SCC(=O)N3CCCC3)c2CO1	1.5	1	5	0.9	-1.4	-9	1.4	2	-1.5	0.2	-0.5
O=C(CSc1nc2ccsc2c(=O)n1Cc1ccccc1)NCC1CCCO1 (stereo not given)	-1.8	0	3	-0.3	-1.2	0	-0.3	2	-1.6	0.1	-0.6
N#CC1(P(=O)(c2ccccc2)c2ccccc2)CCCC1	2.1	-1	-1	-1.2	0.2	-8	-0.2	1	-0.8	-0.4	-0.8
C/C(=N\NC(=O)C(O)c1ccccc1)c1cccnc1 (stereo not given)	3.1	-2	2	-1.1	0.4	-9	-0.7	4	-0.8	1.5	-0.8
COc1ccc(N2C(=O)C(CC(=O)Nc3ccc(F)cc3)N(CCc3cccs3)C2=O)cc1 (stereo not given)	-0.1	-2	5	-1.1	0.1	3	2.9	12	-1.4	0.6	-0.2
O=C(CCN1C(=O)S/C(=C\c2ccc(F)cc2)C1=O)Nc1ccc(O)cc1C(=O)O	3.1	-1	-1	-0.4	-0.8	-38	1.4	-18	-1.7	0.6	-0.7
COc1ccc(OC)c(NS(=O)(=O)c2ccc3[nH]c(=O)[nH]c3c2)c1	5.7	-1	7	-1.1	-2.2	8	0.2	-10	-1.0	0.2	1.6
CCN1CCN(C(c2cccs2)C(C)NC(=O)CC(C)C)CC1 (stereo not given)	-1.2	1	-4	-2.7	-0.2	3	2.2	-2	-1.2	0.2	-1.5
CSc1ncccc1C(=O)OCC(=O)NCc1cccs1	-2.1	-1	8	0.3	-0.5	1	-0.2	0	-0.9	0.6	-2.5
COc1ccccc1CNS(=O)(=O)c1ccc(Br)s1	-2.1	-1	3	-0.8	-1.6	-5	1.3	-7	0.3	-0.3	1.0
C=CCOc1ccc(CN(C)c2ccc(S(=O)(=O)N3CCN(C)CC3)cc2[N+](=O)[O-])cc1	-2.3	-2	2	-0.1	0.9	-6	0.0	-15	-1.8	-0.5	-1.9
Cc1ccc(N2C(=S)NC3c4ccccc4OC2(C)C3C(=O)N(C)C)cc1 (stereo not given)	0.3	-1	5	2.1	-1.6	-2	0.4	13	-0.5	-0.6	2.0
CC(=O)COC(=O)CCc1nc2ccccc2[nH]c1=O	0.0	-3	0	-1.3	-0.8	-17	-1.0	0	-1.1	0.6	1.6
O=c1cnc(-c2ccc(Cl)cc2)cn1O	0.7	-3	-2	0.7	-1.1	-8	4.2	-4	-1.3	-0.1	-0.6
Cc1nn2c(C)nc3sc4c(c3c2nc1=O)CC(C)(C)OC4	2.5	0	-2	-1.4	-1.7	i	0.5	4	-0.6	-1.0	0.5
COc1ccc2c(c1)oc(=O)c1cc(OC)ccc12	13*	9.1*	-12	7.9*	0.3	-399	4.6*	-3	-0.3	2.7	0.4
O=C(Nc1ccc(F)cc1F)c1cc2n(n1)C(C(F)(F)F)C1CCCCC1N2 (stereo not given)	-2.4	2	0	2.1	2.0	0	0.8	0	-1.2	-0.7	-0.2
COc1ccc(CC(=O)Nc2ccc(-c3cn4ccccc4n3)cc2)cc1OC	1.0	3	0	-4.5	-0.1	-109	-2.0	-1	-1.5	-0.4	-3.0
COc1ccc(-c2ccc(CCC(=O)O)n2Cc2ccco2)cc1	-1.0	-4	-4	-1.6	-1.7	-64	0.6	-15	-0.4	0.3	-1.2

Complete entries as entered above. Screens in order: hgDAF12 agonist, SMARCA2 act, NR1D1 modulator, FXN GAA850 act, PG9 binder, PLC-beta3 inh, DAX1 inh-1, sPLA2-III inh, ssDAF12 agonist, DAX1 inh-2, hcDAF12 agonist
COc1ccc(-n2ncc3c(=O)n(CC(=O)Nc4ccc(S(=O)(=O)N5CCOCC5)cc4)cnc32)cc1 reads -1.9, -3, -2, -0.8, -0.1, -6, -1.0, -31, -2.4, -0.7, -2.3
COc1ccc(N2C(=O)C(CC(=O)Nc3ccc(F)cc3)N(CCc3cccs3)C2=O)cc1 (stereo not given) reads -0.1, -2, 5, -1.1, 0.1, 3, 2.9, 12, -1.4, 0.6, -0.2
COc1ccc2c(c1)oc(=O)c1cc(OC)ccc12 reads 13*, 9.1*, -12, 7.9*, 0.3, -399, 4.6*, -3, -0.3, 2.7, 0.4
